# Screening data as filed in PubChem BioAssay.
# PLCg1 inh = PLC-gamma1 enzyme inhibitors, primary screen, biochemical, fluorescence, purified enzyme. AID 720700, 2013. fluorogenic substrate. 1-phosphatidylinositol 4,5-bisphosphate phosphodiesterase gamma-1 (Homo sapiens), P19174. 0.84% of 370,000 active. inhibition, % at 12.2 µM; in the data active means inhibition above about 9.5%
# NR1D1 modulator = modulators of Rev-erb alpha DNA binding, primary screen, biochemical, FITC-DNA, fluorescence polarization, uHTS | activity, % at 10 µM | 0.79% of 370,000 active | Rev-erbα–FITC-DNA binding, 90 min;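 active means activity above about 14%, limit read from the data; passing the limit was not always enough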;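 further: 0% = DMSO wells with 35 nM protein and 100% = DMSO wells with 750 nM protein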
# Target sequence (P20393 whole entry, looked up): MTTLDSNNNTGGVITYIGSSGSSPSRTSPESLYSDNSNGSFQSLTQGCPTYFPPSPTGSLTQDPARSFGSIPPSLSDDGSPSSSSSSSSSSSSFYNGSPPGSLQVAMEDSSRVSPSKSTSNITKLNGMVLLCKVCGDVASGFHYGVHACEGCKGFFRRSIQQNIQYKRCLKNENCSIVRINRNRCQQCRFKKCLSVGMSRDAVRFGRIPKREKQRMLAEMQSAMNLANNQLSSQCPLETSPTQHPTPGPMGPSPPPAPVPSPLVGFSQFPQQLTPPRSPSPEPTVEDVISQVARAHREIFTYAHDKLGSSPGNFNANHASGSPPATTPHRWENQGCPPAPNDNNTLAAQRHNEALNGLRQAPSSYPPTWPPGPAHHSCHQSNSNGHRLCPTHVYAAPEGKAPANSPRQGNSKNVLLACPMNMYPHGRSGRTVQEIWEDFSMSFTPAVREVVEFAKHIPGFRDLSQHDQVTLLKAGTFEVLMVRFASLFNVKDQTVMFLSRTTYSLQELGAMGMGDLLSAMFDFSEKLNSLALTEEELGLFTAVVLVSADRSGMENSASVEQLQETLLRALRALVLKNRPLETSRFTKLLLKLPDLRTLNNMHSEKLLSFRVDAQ
# ssDAF-12 act = S. stercoralis DAF-12 nuclear receptor activators, primary screen, cell-based, luminescence, HEK293, GRIP1 co-expression, lit1-tk-luc. HEK293 ssDAF-12/GRIP1 lit1-tk-luc reporter; % of 3 µM dafachronic acid response. activation, % at 6.8 µM. 1% of 370,000 active. AID 652126, 2013;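 active means activation above the mean over all tested compounds plus 3 SD, cut at about 0.9% in these data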;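 further: 0% = DMSO-only wells and 100% = 3 µM delta7-dafachronic acid wells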
# DAX1 inh-1 = DAX1 (NR0B1) inhibitors on StAR promoter, primary screen, cell-based, luminescence, SF-1 (NR5A1), full-length DAX-1; inhibition, % at 6.8 µM; 1.1% of 370,000 active; HEK293T StAR-luciferase reporter, SF-1/DAX-1 repression relief; AID 652010, 2013;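 active means inhibition above the mean over all tested compounds plus 3 SD, cut at about 3.6% in these data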;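 further: 0% = DAX-1 cells with DMSO and 100% = cells lacking DAX-1 with DMSO; higher inhibition means more luminescence from relief of DAX-1 repression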
# hcDAF12 agonist = H. contortus DAF-12 nuclear receptor activators, primary screen, cell-based, luminescence, HEK293, lit1-tk-luc reporter | HEK293 hcDAF-12 lit1-tk-luc reporter; 0% DMSO, 100% Δ7-dafachronic acid | activation, % at 6.8 µM | 1.4% of 370,000 active | AID 652067, 2013;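 active means activation above the mean of all tested compounds plus 3 SD, cut at about 5.5% in these data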;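 further: 100% = response to 3 µM Δ7-dafachronic acid high control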
# ADAM17 inh = ADAM17 inhibitors, primary screen, biochemical, QFRET; Disintegrin and metalloproteinase domain-containing protein 17 (Homo sapiens), P78536; recombinant ADAM17, EDANS/DABCYL FRET peptide cleavage; inhibition, % at 6.95 µM; 0.83% of 370,000 active;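 active means inhibition above the mean of compounds lying between control limits plus 3 SD, set per campaign, cut at about 8.5% in these data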;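 further: 0% = DMSO-only wells as the low control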
# hgDAF12 agonist = H. glycines DAF-12 receptor agonists, primary screen, cell-based, luminescence, HEK293, GAL4 fusion, UAS-luciferase; Nuclear hormone receptor DAF-12 (Heterodera glycines), GAL4 fusion; HEK293 GAL4-hgDAF12 UAS-luciferase reporter, agonist luminescence; normalized to butyrate control; activation, % at 6.8 µM; 1.8% of 370,000 active;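 active means activation above a cutoff set at the mean of all screened compounds plus 3 SD, cut at about 10% in these data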;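 further: 0% = DMSO wells and 100% = sodium butyrate wells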
# MBD2 inh = inhibitors of MBD2 binding to methylated DNA, primary screen, biochemical, TR-FRET, DNA-binding domain, human | Methyl-CpG-binding domain protein 2 (Homo sapiens), Q9UBB5 | MBD2 binding to methylated oligonucleotide | inhibition, % at 4.4 µM | 0.31% of 370,000 active | AID 686964, 2013; in the data active means inhibition above about 13%
# SMARCA2 activ = SMARCA2 (BRM) function activators, primary screen, cell-based, luminescence, high throughput. activation, % at 9.1 µM. MG213 cells, MMTV-luciferase reporter, dexamethasone, overnight. 1% of 370,000 active; in the data active means activation above about 7.8%;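 further: 0% = vehicle wells and 100% = reference activator wells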
# PLC-beta3 inh = human PLC-beta3 inhibitors, primary screen, biochemical, fluorescence; 1-phosphatidylinositol 4,5-bisphosphate phosphodiesterase beta-3 (Homo sapiens), Q01970; Purified PLC-beta3, fluorogenic substrate; inhibition, % at 12.2 µM; 0.18% of 370,000 active; AID 720704, 2013; in the data active means inhibition above about 11%;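 further: 0% = median of compound wells on plate and 100% = full blocker control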
# DAX1 inh-2 = DAX1 (NR0B1) inhibitors, primary screen, cell-based, HEK293, Gal4-DAX1, luciferase luminescence | HEK293 Gal4-DAX1 luciferase reporter | inhibition, % at 6.75 µM | 0.99% of 340,000 active | AID 504766, 2011;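 active means inhibition above the mean over all tested compounds plus 3 SD, cut at about 4.2% in these data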;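 further: 0% = DAX1-transfected cells with DMSO and 100% = empty-vector control cells with DMSO; inhibition shows as a rise in luminescence from relieved DAX1 repression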
# Target sequence (P51843 207-470 limits assumed): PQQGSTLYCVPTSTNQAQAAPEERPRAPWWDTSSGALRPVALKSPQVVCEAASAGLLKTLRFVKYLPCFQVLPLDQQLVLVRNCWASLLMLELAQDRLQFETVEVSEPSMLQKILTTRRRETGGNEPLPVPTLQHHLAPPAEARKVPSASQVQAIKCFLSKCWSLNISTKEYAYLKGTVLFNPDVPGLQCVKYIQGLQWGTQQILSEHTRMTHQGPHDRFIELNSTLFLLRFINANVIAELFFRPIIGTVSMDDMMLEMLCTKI
# Starred values were filed as active, the others as inactive; i = inactive; . = no result given.
SMILES,PLCg1 inh,NR1D1 modulator,ssDAF-12 act,DAX1 inh-1,hcDAF12 agonist,ADAM17 inh,hgDAF12 agonist,MBD2 inh,SMARCA2 activ,PLC-beta3 inh,DAX1 inh-2
N/C(=N\OC(=O)c1cnn(-c2ccccc2)c1C(F)(F)F)c1cc(C(F)(F)F)cc(C(F)(F)F)c1,0,-1,-1.6,0.7,-1.7,-4,-0.7,3,-5,-7,2.4
COCC1CCN(C(=O)c2ccc(OC)c(OC3CCN(C(C)C)CC3)c2)CC1,-2,10,-0.6,-0.7,-1.5,-5,0.7,2,0,-6,0.6
Cc1nc(C)c(C(=O)NNS(=O)(=O)c2ccccc2)s1,6,6,-0.9,-0.3,-0.5,1,-4.0,3,-2,4,-0.6
C=CCc1ccccc1OCCn1nnc2ccccc21,2,8,-1.1,-0.4,-1.0,-3,-0.4,-6,2,0,0.0
O=c1cc(N/N=C/c2ccccc2)[nH]c(=O)[nH]1,-4,8,-0.9,-0.4,-1.1,-12,1.4,-4,-4,-11,3.3
COc1ccc(C(=O)NC(=S)NNC(=O)c2ccncc2)cc1Br,-32,-3,-1.1,-0.4,-1.4,-9,0.8,4,-2,-41,0.4
CC(C)(O)c1cc(=O)sc2nc3ccccc3n12,-4,-2,-0.8,3.6,3.9,-1,9.1,1,5,-5,1.2
OCC1CCN(Cc2nc(Cc3ccccc3Cl)no2)CC1,5,7,-0.7,0.4,-1.2,1,4.8,-5,2,1,1.5
CN(C)S(=O)(=O)c1ccc(NC(=O)C2CC(=O)N(Cc3ccccc3Cl)C2)cc1 (centres undefined),2,2,-1.4,-0.9,-1.4,-2,-4.0,2,-4,-6,-0.3
O=c1ccc(-c2ccccc2)nn1Cc1ccccc1F,0,3,-2.1,-0.7,-1.0,0,-0.9,-7,1,-8,-0.1
CC(=O)N1CCN(C(=O)CSc2nnc(C)n2-c2ccccc2)CC1,5,-4,-0.6,0.3,0.7,4,-1.6,3,-2,0,0.3
Cc1cc2cc3c(cc2nc1SCC(=O)Nc1nc(C)c(C)s1)OCO3,-2,6,-1.0,0.1,0.2,2,4.4,1,1,-1,-1.0
Cc1ccc(NC(=O)Cn2nnc3ccccc32)cc1,-2,7,-0.2,2.4,4.6,0,9.5,-3,0,3,.
CCCc1cc(=O)oc2c(C)c(OCC(=O)Nc3ccc(CN4CCOCC4)cc3)ccc12,-3,-9,-0.7,-0.6,-2.9,-13,0.0,-2,0,-14,0.1
CN(C)CCCN1C(=O)C(O)=C(C(=O)c2cc3ccccc3o2)C1c1ccccn1 (centres undefined),0,3,-1.0,-0.2,0.9,0,-0.8,-6,-1,-7,0.5
CC1=NN(C(N)=S)C(=O)C1N=Nc1ccccc1[N+](=O)[O-] (centres undefined),1,0,-1.2,-1.1,0.8,0,3.5,-13,0,2,-0.1
CCC1/C(=N\O)CC(c2ccco2)NC1c1ccco1 (centres undefined),-2,3,-1.3,0.1,-2.6,-5,-2.1,6,0,0,-0.4
COc1ccc2c(CC(=O)OCC(=O)Nc3ccc4c(c3)OCO4)coc2c1,1,-2,-0.8,-0.1,-1.5,-1,-1.8,5,-3,-3,-1.3
Cc1ccc(-n2c(SCC(=O)NCC3CCCO3)nc3n[nH]c(C)c3c2=N)cc1Cl (centres undefined),-6,3,-1.6,-0.8,-2.2,1,-2.0,-2,0,-12,-0.8
Cn1c(Cn2c3ccccc3c3ccccc32)n[nH]c1=S,3,-5,-1.7,0.4,-1.7,10*,-1.9,-5,-2,0,0.8
O=C(c1cccs1)N1CC[C@H]2[C@H](CCCN2Cc2ccc(F)cc2)C1,0,1,-1.6,0.5,-0.7,-3,0.5,3,1,0,.
O=C(COC(=O)c1cc([N+](=O)[O-])ccc1N1CCOCC1)c1ccc(Br)cc1,1,3,-0.4,-3.8,-3.3,3,-1.6,4,0,-1,-1.1
O=C(CSc1nccc(=O)[nH]1)c1ccco1,1,12,-1.0,-0.3,-0.5,0,0.7,2,-4,-36,-0.7
O=[N+]([O-])c1cccc(C(=S)N2CCN(c3ccccc3)CC2)c1,-1,-2,-1.2,0.0,-1.9,0,4.4,-7,5,-7,-1.2
O=C(Nc1ccc(F)cc1)N1CCCC(c2nc3c(nnn3Cc3ccccc3Cl)c(=O)[nH]2)C1 (centres undefined),3,-6,-1.0,-0.3,-1.8,-4,0.1,-5,-4,-1,1.1
Brc1ccc(-c2nc3ncccn3c2NC2CCCCC2)o1,-251,-1,-1.8,-1.4,-0.2,-5,1.1,1,-3,-298,2.1
CSCC(NS(=O)(=O)c1ccc(C)cc1)C(=O)O (centres undefined),-2,-5,-1.1,0.2,-1.0,-4,-0.5,3,2,-1,0.2
CCN(CC)Cc1cc(NC2=NS(=O)(=O)c3ccccc32)ccc1OC(=O)C(C)C,-1,-1,-0.8,0.3,-0.7,-5,-0.2,-5,-3,1,0.7
Cc1ccc(C(=O)NNc2ncnc3c2cnn3C)cc1,2,1,-1.0,0.8,-0.3,3,-1.3,-3,-3,-5,-0.5
CCNc1nc(Cl)nc(NCCOc2ccc(C)cc2)n1,-1,-2,-0.8,0.8,-0.5,-3,-1.4,0,-2,3,1.0
CCC(SC1=NCCS1)C(=O)Nc1ccc(S(N)(=O)=O)cc1 (centres undefined),3,7,-1.4,0.2,-2.1,6,0.9,-2,-3,0,-0.6
COc1ccccc1C1OCC(C)(C)CO1,2,-10,-1.1,-0.2,-0.4,-5,0.5,2,-2,0,-0.2
COc1ccc2c(c1OC)C(=O)N(c1nccs1)C2,-57,1,0.4,0.7,5.3,-15,6.6,-3,3,-65,2.9
O=[N+]([O-])c1cc(/C=N/OCc2c(Cl)cccc2Cl)ccc1N1CCOCC1,4,6,-1.8,-0.2,-2.6,-2,-1.4,-6,-2,0,1.2
COC(=O)c1c(NC(=O)CSc2nnc(-c3ccco3)n2Cc2ccccc2)sc(C)c1C,3,-3,-1.6,-0.3,-2.0,3,-1.9,0,1,0,-0.6
CCN(CC)C(=O)c1ccc(COc2ccc(Cl)c(C)c2)o1,-4,-2,-1.7,-0.9,-2.7,-6,1.8,6,0,-5,-1.5
CCc1ccc(N2CC(C(=O)Nc3ccccc3F)CC2=O)cc1 (centres undefined),-2,2,-1.5,0.6,0.3,-1,-0.5,-2,1,0,-0.4
O=C(NC(=S)Nc1ccc(N2CCCC2)cc1)c1ccccc1[N+](=O)[O-],2,-1,-1.3,0.5,3.1,-3,7.0,5,-1,-4,-0.6
CNC(=O)C1CC(=O)N(Cc2ccc3c(c2)OCO3)C(=Nc2ccc(F)cc2)S1 (centres undefined),0,0,-1.0,-0.6,0.8,0,0.7,-5,0,2,-1.0
N#Cc1ccccc1OCC(=O)N1CCN(S(=O)(=O)c2ccc(Cl)cc2)CC1,4,1,-1.5,-0.2,-0.6,2,-0.2,-3,-5,-3,0.7

# Continued; the last two above are carried over.
SMILES,PLCg1 inh,NR1D1 modulator,ssDAF-12 act,DAX1 inh-1,hcDAF12 agonist,ADAM17 inh,hgDAF12 agonist,MBD2 inh,SMARCA2 activ,PLC-beta3 inh,DAX1 inh-2
CNC(=O)C1CC(=O)N(Cc2ccc3c(c2)OCO3)C(=Nc2ccc(F)cc2)S1 (centres undefined),0,0,-1.0,-0.6,0.8,0,0.7,-5,0,2,-1.0
N#Cc1ccccc1OCC(=O)N1CCN(S(=O)(=O)c2ccc(Cl)cc2)CC1,4,1,-1.5,-0.2,-0.6,2,-0.2,-3,-5,-3,0.7
CCCNC(=O)C1CCC(CNS(=O)(=O)c2ccc3c(c2)CC(C)N3C(C)=O)CC1 (centres undefined),1,0,-1.0,-0.2,-0.5,-4,-0.1,1,-3,-14,-0.3
O=S(=O)(c1ccccc1)C1(C2CC(c3ccccc3)=NO2)CC(O)C1 (centres undefined),4,1,-1.1,-0.3,-0.6,1,1.1,1,0,8,-0.1
CC(C)(C)c1ccc(NC(=O)COC(=O)c2ccc(CN3CCCC3=O)cc2)cc1,-4,-6,-1.7,1.6,0.3,1,0.5,-5,0,-8,0.3
CC(OC(=O)c1ccco1)C(=O)NCc1ccc2c(c1)OCO2 (centres undefined),-3,0,-1.3,-0.1,-2.4,-6,1.6,-2,-2,-10,1.9
Cc1ccc(CNC(=O)COC(=O)Cc2ccc(-c3ccccc3)cc2)cc1,-1,1,-1.5,-0.5,-0.3,-4,-0.7,4,1,-3,3.9
Cc1cc(C)nc(Nc2ccc(C)c([N+](=O)[O-])c2)n1,1,3,0.4,-0.4,0.8,-1,5.1,1,2,2,0.5
Fc1ccc(N2N=C(c3cccs3)CC2c2ccccc2)cc1 (centres undefined),i,-7,-1.6,-0.7,-0.5,-444,-0.1,0,-2,i,0.0
Cc1cc(C)c(OCC(O)CN2CCN(C(=O)c3ccccc3)CC2)c(C)c1 (centres undefined),0,0,-0.1,-0.6,-1.6,-1,-1.6,2,0,-6,2.2
Nc1nc2c(ncn2[C@@H]2O[C@H](C(=O)N[C@H](Cc3ccccc3)C(=O)NCc3ccc4c(c3)OCO4)[C@@H](O)[C@H]2O)c(=O)[nH]1,5,2,-0.1,0.6,-0.7,-3,-4.9,0,-6,0,.
COc1ccccc1NC(=O)COC(=O)c1ccccc1C(=O)N1CCN(c2ccccc2)CC1,0,0,-1.4,-1.1,-1.2,-4,-3.3,-3,-3,-8,0.0
Brc1cc2c(cc1C1OCCCO1)OCO2,2,-3,-1.6,-1.2,-0.2,-6,0.9,-4,-6,0,-0.1
COC(=O)c1ccc(N=Cc2c(C(F)(F)F)[nH]n(C)c2=O)cc1,1,-5,-1.0,0.3,0.0,-1,1.1,5,0,-2,-0.6
Nc1ccc(-c2nc3ccc(C(=O)O)cc3s2)cc1,i,-8,-2.5,-1.4,-4.1,i,-9.9,-3,-6,i,-5.4
CCOc1c(Cl)cc(/C=C/C(=O)N(CC)CC(=O)NCc2cccs2)cc1OC,-11,0,-0.2,-1.2,-0.7,-11,-0.9,-2,-2,-11,0.5
Cc1cccc(C)c1N1CCN(C(=O)Cn2cncn2)CC1,-3,7,-1.3,0.1,-0.1,-4,-0.9,-4,-2,-12,0.1
CCOC(=O)C1=C(C(=O)OCC)C2N(Cc3ccc(C#N)cc3)c3ccccc3[C@@]23C[C@@H](C(=O)OC)N(S(=O)(=O)c2ccc(C)cc2)C3=N1 (some centres undefined),-3,6,-1.0,0.0,-0.1,6,0.7,8,-7,1,.
O=C(COC(=O)c1cccnc1Cl)NCc1ccco1,-1,1,-1.1,0.3,-0.5,-6,0.5,2,-2,-7,-0.5

# Hits appear at their usual frequency (roughly 7.4% active in at least one column).
